All columns: NCI-60 one-dose screen, growth in % after 48 h at 10 µM unless noted; 100 = growth as untreated, 0 = no growth, -100 = all killed.
SNB-19: SNB-19 CNS cancer cells; actives 2.5% (n = 81,000)
HCT-116: HCT-116 colon cancer. actives 7.3% (n = 82,000)
KM12: KM12 colon cancer cells. actives 5% (n = 82,000). AID 1794800
HCT-15: HCT-15 colon cancer; actives 5.2% (n = 82,000); AID 1794746
HCC-2998: HCC-2998 colon cancer | AID 1794799 | actives 4.7% (n = 79,000)
SNB-75: SNB-75 CNS cancer; actives 5% (n = 79,000)
SW-620: SW-620 colon cancer; actives 5.2% (n = 82,000)
SF-539: SF-539 CNS cancer. actives 6.8% (n = 81,000)
SF-295: SF-295 CNS cancer cells; actives 5.6% (n = 79,000); AID 1794758
Starred values were filed as active, the others as inactive; . = not tested or not shown; & = joins results of further samples. How the source made its calls: active means growth percent below 10; inactive means the rest.

SMILES	SNB-19	HCT-116	KM12	HCT-15	HCC-2998	SNB-75	SW-620	SF-539	SF-295
Cc1cccc(CC(=O)c2ccccc2)n1	88.7	90.5	88.1	93.2	94.6	84.6	91.3	96.8	85.4
Oc1cc(OCc2ccc(Cl)cc2)ccc1-c1[nH]ncc1Oc1ccccc1	98.6	76.2	88.7	76.4	101.0	88.4	96.2	101.0	98.2
Cc1cccc(C(=O)N(C(C)C)C(C)C)c1	99.6	94.7	104.5	96.7	109.5	95.0	96.4	96.3	90.4
O=C(NNc1nc(Cl)nc(N2CCN(C(c3ccccc3)c3ccccc3)CC2)n1)c1ccccc1	32.4	-23.9*	76.9	-60.1*	-24.5*	-26.3*	-40.7*	-33.0*	92.3
Cc1nc2sccn2c1-c1csc(Nc2ccccc2Cl)n1	65.6	27.8	29.6	34.2	63.8	56.9	33.1	52.0	36.2
Cc1cc(O)c(C(C)C)cc1N	117.4	103.6&87.2	113.7&110.2	104.3&100.7	94.2&104.8	97.0&79.0	101.6&109.1	95.6&100.7	99.0&104.3
O=C1/C(=C/C2=Cc3ccccc3OC2)SC(=S)N1c1ccc(O)cc1	91.6	84.8	98.3	56.8	108.4	74.4	106.6	97.5	98.2
CCCC(NC(=O)CN1C(=O)/C(=C/C(C)=C/c2ccccc2)SC1=S)C(=O)O (stereo not given)	97.8	99.2	101.9	105.7	105.8	99.5	103.0	95.3	97.4
O=C(CSc1nc2ccccc2c(=O)n1CCc1ccccn1)NNC(=O)c1ccc(Cl)cc1	99.3	100.6	99.5	99.5	109.4	88.3	102.2	95.2	94.3
CCOC(=O)n1ncc2c(Nc3ccc(NS(=O)(=O)c4ccccc4)cc3)ncnc21	103.0	103.6	98.8	100.9	105.2	73.3	95.6	91.9	101.7
C[C@]12C=CC(=O)C=C1CCC1C2[C@@H](O)C[C@@]2(C)C1CC[C@]2(O)C(=O)COC(=O)CCC(=O)O (stereo not given in full)	103.7	106.9	108.6	104.7	109.9	119.6	105.3	96.8	116.4
O=c1c(O)c(-c2ccccc2)oc2ccc(O)cc12	69.7	77.7	41.0	51.8	115.8	72.3	88.7	67.1	102.0
O=C1CCC(NC(=S)Nc2ccccc2)N1 (stereo not given)	100.4	97.6	98.0	112.7	98.7	112.7	106.6	104.6	110.2
COc1ccc(Nc2nc3sc4cc(Cl)c(Cl)cc4n3c(=O)c2C#N)cc1	96.5	95.4	100.2	96.0	105.6	83.9	104.0	103.7	103.5
Cc1ccc2[nH]c(=O)c(Cc3cc(-c4ccccc4)n[nH]c3=O)cc2c1	91.5	83.1	87.2	89.6	118.2	95.0	91.5	94.8	82.7
CCCOc1ccc(/C=N/NC(=O)c2ccncc2)cc1	94.4	91.2	100.4	102.9	93.6	103.0	98.8	87.4	110.3
C[C@@H]1CC[C@@H]2[C@@H]1[C@H](OC(=O)/C=C/c1ccccc1)[C@]1(C3CCCCC3)C[C@@H](NC(=O)CO)[C@@]2(C)O1	104.1	85.7	103.3	99.0	95.4	85.0	90.0	100.0	111.6
O=C(c1ccccc1)c1c(/C=C/c2ccccc2)nc2ccccc2c1/C=C/c1ccc(Br)cc1	88.9	87.8	98.7	107.5	114.8	83.1	98.3	105.7	101.0
Cc1ccc(C(=O)N2C/C(=C/c3ccc(F)cc3)C(=O)/C(=C/c3ccc(F)cc3)C2)cc1	97.8	10.6	.	95.1	108.1	59.7	82.4	93.2	92.5
CCNC(=O)COc1ccc(Br)cc1Br	99.1	95.1	101.4	104.3	103.5	105.1	104.0	103.8	98.7
COc1ccc(NC(=O)CCn2ccccc2=O)cc1	107.1	103.0	111.9	102.3	98.9	85.5	106.8	102.7	107.5
CCCCOC(=O)c1cc(Cl)c(O)c(OC)c1	95.5	95.1	103.4	101.7	92.8	96.6	103.9	91.5	131.9
OC[C@H]1OC([S-])[C@H](O)[C@@H](O)[C@@H]1O.[Au+] (stereo not given in full)	100.6	99.0	114.1	87.8	111.9	98.8	101.4	84.3	113.5
Oc1ccccc1/C=N/C(/N=C/c1ccccc1O)c1ccccc1O	102.9	87.6	99.4	101.9	98.1	78.5	105.7	97.9	113.8
CCCc1cc(=O)[nH]c(-n2[nH]c(=O)cc2N)n1	107.5	101.8	107.1	100.8	110.1	95.1	100.0	97.0	101.1
Cc1ccc(S(=O)(=O)Oc2ccc3c(ccn3C(=O)C34CC5CC(CC(C5)C3)C4)c2)cc1	95.8	105.5	99.5	102.1	114.6	85.2	99.8	98.3	102.5
CC(=O)[C@@H]1CC[C@]2(COS(=O)(=O)c3ccc(C)cc3)CC[C@]3(C)[C@H](CC[C@@H]4[C@@]5(C)CCCNC(C)(C)[C@@H]5CC[C@]43C)[C@@H]12	91.7	32.8	52.3	32.0	26.6	83.2	9.7*	77.4	100.6
Nc1ccc2c(S(=O)(=O)O)ccc(S(=O)(=O)O)c2c1	93.5	93.9	110.0	105.1	98.7	92.0	106.4	88.5	105.4
FC(F)(F)c1ccc(-c2nc(-c3nc4cc(Cl)c(Cl)cc4[nH]3)c3ccccn23)cc1	84.4	33.8	52.8	82.6	83.0	-16.1*	80.0	32.6	71.2
CC1=Nc2cnc(Nc3ccc(OCCN(C)C)cc3)nc2Nc2ccccc21	94.4	62.1	22.5	50.7	92.7	27.8	66.5	74.0	98.9
COc1ccc(CNC(=O)[C@H](O)[C@@H](N)Cc2ccccc2)cc1	101.6	108.9	100.8	106.6	104.6	86.0	104.3	97.2	97.9
NC(N)=NC(N)=NCCCc1ccco1	103.0	107.9	100.7	106.3	106.1	110.8	94.5	103.5	93.9
O=C1OC(c2ccccc2)Sc2ccccc21 (stereo not given)	107.0	105.7	106.0	96.7	99.6	86.7	109.1	89.1	105.0
O=C1c2ccccc2C(=O)c2c(-c3ccccc3)oc(-c3ccccc3)c21	93.0	63.4	97.4	95.7	83.7	91.3	83.7	88.6	82.0
CC(C)OC(=O)CCCCCCCC(=O)OC(C)C	98.8	98.9	103.6	87.1	97.6	75.4	115.5	99.7	94.6
CCOc1ccc2nc(C)cc(Nc3ccc(N(C)C)cc3)c2c1	91.5	92.3	93.6	92.1	91.1	94.5	83.5	87.3	.
CCCCC(CC)C(=S)N1CCOCC1 (stereo not given)	108.6	104.8	102.6	107.5	90.4	87.4	85.7	99.8	102.4
COc1cc(/C=C/C(=O)c2cnn(-c3cc(=O)[nH]c4ccccc34)c2C)cc(OC)c1OC	26.6	5.9*	4.8*	12.2	-1.5*	71.9	24.4	-48.0*	14.5
NCCNC(=O)c1cccc(COc2ccccc2NC(=O)c2cc(Br)c(Br)[nH]2)c1	71.1	20.2	89.7	72.7	99.8	94.1	35.1	96.2	88.3
C=C(C)[C@@H]1CC=C2c3sc(-c4ccc5c(c4)OCO5)nc3C[C@@H](C)[C@]2(C)C1	93.5	114.0	103.5	100.3	100.5	87.7	103.4	101.1	92.6
CN(C1c2ccccc2Oc2ccccc21)S(=O)(=O)c1ccc(Cl)c(Cl)c1	100.1	67.1	96.2	83.1	102.7	84.8	95.5	93.9	94.5
Cc1ccc(C)c(C2=NN(c3ccc(S(=O)(=O)NC(=O)NCc4ccccc4)cc3)C(c3ccc(Cl)cc3)C2)c1 (stereo not given)	91.4	93.6	89.6	85.2	109.6	95.3	108.5	111.5	81.6
Cc1ccc(S(=O)(=O)Oc2ccc(Cl)c(C)c2)cc1	98.7	98.3	105.7	111.3	108.3	91.0	98.6	115.4	94.1
O=C(c1nc2ccccc2[nH]1)C1C(c2ccccc2)C2CSCN2[C@@]12C(=O)Nc1ccccc12 (stereo not given in full)	97.0	105.9	104.7	108.6	109.5	79.8	97.8	95.1	104.3
Nc1nc(N)c(N=Nc2ccc(S(=O)(=O)O)cc2)c(N)n1	97.9	96.7	111.5	97.5	108.4	111.8	103.9	97.1	104.6
Fc1c(F)c(F)c(Br)c(F)c1F	95.7	101.3	104.0	101.5	109.6	80.2	106.2	98.7	124.2
NC(N)=Nc1ccc(S(=O)(=O)O)cc1	90.0	106.5	115.5	102.1	.	88.7	102.7	.	116.8
CCCCCCCCCCCCSC(=O)C(Cl)(Cl)Cl	104.1	102.8	120.5	94.9	114.3	96.5	105.8	99.5	98.4
Cc1ccnc2ccccc12	107.2	106.7	109.0	110.2	116.5	82.5	106.6	118.5	105.4
CCc1ccc(Nc2ncnc3c2c(C)nn3-c2ccc(Cl)cc2)cc1	100.5	93.0	97.6	97.6	115.4	.	95.3	94.4	102.7

The list continues:
SMILES	SNB-19	HCT-116	KM12	HCT-15	HCC-2998	SNB-75	SW-620	SF-539	SF-295
Cn1cc(-c2csc(-c3cn(CCNC(=O)OC(C)(C)C)c4ccccc34)n2)c2cccnc21	94.3	81.1	59.2	60.1	95.8	88.5	92.4	93.1	97.7
NC(=O)c1ccc(-c2ccc3ncnc(N4CCc5cc(F)c(Cl)cc54)c3c2)cn1	74.3	63.6	96.1	59.9	89.7	106.3	94.2	63.0	79.4
Cn1ncc2cc(CN3CCO[C@H](COc4ccccc4)C3)ccc21	100.1	95.9	103.4	99.3	107.0	95.2	100.1	97.7	102.1
COc1ccc2[nH]c(O)c(/C=c3/cc4c(c(-c5ccc(F)cc5)n3)=Nc3ccccc3-4)c2c1	78.0	27.9	43.7	26.7	72.8	82.6	27.5	89.5	86.9
COC(=O)CCCC(=O)NCc1ccc(Cl)cc1Cl	95.7	93.0	101.4	111.0	114.2	87.9	100.9	105.1	107.0
COc1cccc(-c2nc3occn3c2-c2ccnc(NCCNS(=O)(=O)c3ccc(C)cc3)n2)c1	102.9	89.6	94.7	100.6	121.7	100.4	129.4	102.3	104.2
CC(C)[C@H](N)C(=O)OCCOCn1cnc2c(=O)[nH]c(N)nc21	110.2	102.0	.	107.6	99.6	94.9	103.8	105.1	100.8
NS(=O)(=O)c1cccc(N=Cc2c[nH]c3ccccc23)c1	95.0	105.8	101.3	99.1	99.9	101.9	93.7	96.5	95.4
O=C(CN1CCN(c2ncnc3c2cnn3-c2ccccc2)CC1)Oc1cccc2ccccc12	96.3	93.8	99.9	103.5	105.0	100.3	101.1	95.2	86.1
CNC(=O)Sc1cccc(C)c1	111.7	105.9	108.2	101.5	101.0	103.9	108.2	100.2	98.8

10 successive compounds from above, for reference:
SMILES	SNB-19	HCT-116	KM12	HCT-15	HCC-2998	SNB-75	SW-620	SF-539	SF-295
CCCCCCCCCCCCSC(=O)C(Cl)(Cl)Cl	104.1	102.8	120.5	94.9	114.3	96.5	105.8	99.5	98.4
Cc1ccnc2ccccc12	107.2	106.7	109.0	110.2	116.5	82.5	106.6	118.5	105.4
CCc1ccc(Nc2ncnc3c2c(C)nn3-c2ccc(Cl)cc2)cc1	100.5	93.0	97.6	97.6	115.4	.	95.3	94.4	102.7
Cn1cc(-c2csc(-c3cn(CCNC(=O)OC(C)(C)C)c4ccccc34)n2)c2cccnc21	94.3	81.1	59.2	60.1	95.8	88.5	92.4	93.1	97.7
NC(=O)c1ccc(-c2ccc3ncnc(N4CCc5cc(F)c(Cl)cc54)c3c2)cn1	74.3	63.6	96.1	59.9	89.7	106.3	94.2	63.0	79.4
Cn1ncc2cc(CN3CCO[C@H](COc4ccccc4)C3)ccc21	100.1	95.9	103.4	99.3	107.0	95.2	100.1	97.7	102.1
COc1ccc2[nH]c(O)c(/C=c3/cc4c(c(-c5ccc(F)cc5)n3)=Nc3ccccc3-4)c2c1	78.0	27.9	43.7	26.7	72.8	82.6	27.5	89.5	86.9
COC(=O)CCCC(=O)NCc1ccc(Cl)cc1Cl	95.7	93.0	101.4	111.0	114.2	87.9	100.9	105.1	107.0
COc1cccc(-c2nc3occn3c2-c2ccnc(NCCNS(=O)(=O)c3ccc(C)cc3)n2)c1	102.9	89.6	94.7	100.6	121.7	100.4	129.4	102.3	104.2
CC(C)[C@H](N)C(=O)OCCOCn1cnc2c(=O)[nH]c(N)nc21	110.2	102.0	.	107.6	99.6	94.9	103.8	105.1	100.8

(listing goes on)
SMILES	SNB-19	HCT-116	KM12	HCT-15	HCC-2998	SNB-75	SW-620	SF-539	SF-295
COc1ccc(C(=O)CSc2nnc3sc(Nc4ccccc4)nn23)cc1	90.9	112.1	100.7	105.2	101.6	110.5	99.6	100.6	100.6
CCN(Cc1cccc(S(=O)(=O)O)c1)c1ccc(C(=C2C=CC(=[N+](CC)Cc3cccc(S(=O)(=O)O)c3)C=C2)c2ccccc2Cl)cc1	96.1&109.2	108.3&111.8	102.7&96.2	102.2&101.0	92.5&102.5	93.0&81.0	102.9&101.4	99.0&97.3	102.0&107.6
Cc1ccc(C(F)(F)F)cc1N1CCN(C(=O)C23CC(c4cccc(C(F)(F)F)c4)(C2)C3)CC1	83.0	49.1	86.5	74.3	92.1	82.4	85.5	90.5	83.6
Nc1nc2ncc(CNc3ccc(C(=O)NC(CCC(=O)NC(CCC(=O)NC(CCC(=O)NC(CCC(=O)NC(CCC(=O)O)C(=O)O)C(=O)O)C(=O)O)C(=O)O)C(=O)O)cc3)nc2c(=O)[nH]1 (stereo not given)	.	102.6	101.2	103.0	117.4	106.9	104.6	99.8	105.9
Cc1c([N+](=O)[O-])ccc2ccccc12	95.0	102.8	108.2	96.6	103.8	83.8	110.6	98.1	91.2
ClCc1ccc(-c2ccc(Cn3cnc4c(Cl)nc(Cl)nc43)cc2)cc1	0.6*	-59.6*	-66.9*	-44.3*	.	-26.9*	-31.6*	-86.9*	-74.2*
CC(=O)Oc1cccc(C)c1	106.1&102.0	95.6&103.8	108.7&108.0	102.2&108.6	83.8&99.2	86.4&97.5	89.8&98.7	93.7&110.0	99.4&107.7
C=C1CCC[C@@H]2[C@@](C)(Cc3cc(O)ccc3O)C(C)CC[C@]12C (stereo not given in full)	78.4	27.3	62.8	60.2	106.5	69.5	89.6	81.5	87.2
Cc1ccccc1NC1CC(=O)N(c2ccc(Cl)cc2Cl)C1=O (stereo not given)	95.6	108.3	104.8	101.1	108.6	90.9	96.2	93.1	101.7

High-throughput results as filed in PubChem BioAssay.
